Compound activity from PubChem BioAssay.
proKLK7 act – activates the human kallikrein-7 zymogen | activation, % at 7 µM | AID 652039 | purified proKLK7, EDANS-DABCYL substrate fluorescence; 100% is mature enzyme control, 0% vehicle | 370,000 compounds, 0.9% hits | P49862;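 active means activation above the mean of all tested compounds plus 3 SD, computed per campaign excluding outliers beyond control limits, cut at about 13% in these data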
Target sequence (P49862 whole entry, looked up): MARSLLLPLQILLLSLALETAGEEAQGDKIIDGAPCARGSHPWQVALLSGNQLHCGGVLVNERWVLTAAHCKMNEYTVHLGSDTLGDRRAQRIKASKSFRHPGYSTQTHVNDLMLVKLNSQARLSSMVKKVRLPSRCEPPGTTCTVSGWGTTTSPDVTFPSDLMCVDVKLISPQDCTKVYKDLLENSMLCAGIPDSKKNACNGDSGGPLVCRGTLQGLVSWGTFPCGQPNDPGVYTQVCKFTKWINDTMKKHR
sPLA2-III inh – Inhibits HGIII-sPLA2 liposome hydrolysis, primary screen; 370,000 compounds, 0.56% hits; AID 743126; Q9NZ20; QFRET BODIPY PC-A2 liposome hydrolysis, fluorescence; inhibition, % at 12.2 µM;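 active means inhibition above mean plus 3 SD of compounds lying within the high and low control bounds, cut at about 19% in these data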;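 further: 0% = median of test compound wells and 100% = no enzyme DMSO wells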
Target sequence (Q9NZ20 whole entry, looked up): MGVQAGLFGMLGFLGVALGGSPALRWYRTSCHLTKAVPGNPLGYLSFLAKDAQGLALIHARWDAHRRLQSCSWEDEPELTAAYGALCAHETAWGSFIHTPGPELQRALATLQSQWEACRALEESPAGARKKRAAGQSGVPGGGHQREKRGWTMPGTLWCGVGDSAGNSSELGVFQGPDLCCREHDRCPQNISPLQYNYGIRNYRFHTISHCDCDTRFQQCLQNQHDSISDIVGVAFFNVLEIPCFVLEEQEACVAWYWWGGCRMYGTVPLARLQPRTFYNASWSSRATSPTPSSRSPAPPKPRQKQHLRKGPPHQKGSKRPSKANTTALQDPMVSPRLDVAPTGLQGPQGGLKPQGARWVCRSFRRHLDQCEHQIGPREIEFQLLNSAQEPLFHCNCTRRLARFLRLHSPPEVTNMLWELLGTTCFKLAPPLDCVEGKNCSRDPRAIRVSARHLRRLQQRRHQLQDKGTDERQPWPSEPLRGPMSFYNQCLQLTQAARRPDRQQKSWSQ
hcDAF12 agonist – activators of H. contortus DAF-12 nuclear receptor; HEK293 hcDAF-12 lit1-tk-luc reporter, luminescence; 0% DMSO, 100% Δ7-dafachronic acid; activation, % at 6.8 µM; 370,000 compounds, 1.4% hits;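 active means activation above the mean of all tested compounds plus 3 SD, cut at about 5.5% in these data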;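 further: 100% = response to 3 µM Δ7-dafachronic acid high control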
GC-B act – GC-B (human) receptor activation | HEK293-GC-B cells, CNP EC30, cGMP TR-FRET; 0% at EC30 CNP, 100% saturating CNP | 370,000 compounds, 0.11% hits | activation, % at 10 µM;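 active means activation at 10 µM reaching about 35% in either raw or pattern-adjusted values, limit read from the data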
hgDAF12 agonist – activates the H. glycines DAF-12 receptor ligand-binding domain; HEK293 GAL4-hgDAF12 UAS-luciferase reporter, agonist luminescence; normalized to butyrate control; activation, % at 6.8 µM; 370,000 compounds, 1.8% hits; AID 687014;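 active means activation above a cutoff set at the mean of all screened compounds plus 3 SD, cut at about 10% in these data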;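 further: 0% = DMSO wells and 100% = sodium butyrate wells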
ssDAF12 agonist – activators of S. stercoralis DAF-12 nuclear receptor. HEK293 ssDAF-12/GRIP1 lit1-tk-luc reporter, luminescence; % of 3 µM dafachronic acid response. activation, % at 6.8 µM. 370,000 compounds, 1% hits. AID 652126;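 active means activation above the mean over all tested compounds plus 3 SD, cut at about 0.9% in these data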;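 further: 0% = DMSO-only wells and 100% = 3 µM delta7-dafachronic acid wells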
FXN GAA850 act – increases GAA850 frataxin promoter reporter activity; HEK293 lucGAA850 FXN promoter luciferase reporter, 24 h; percent of 10 µM SAHA response; activation, % at 6 µM; 360,000 compounds, 0.56% hits;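 active means activation above the average of all compounds screened plus 3 SD, cutoff fixed separately per campaign, cut at about 7.5% in these data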;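 further: 0% = DMSO wells and 100% = 10 µM SAHA wells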
SMARCA2 activ – increases SMARCA2 function in MMTV reporter cells; activation, % at 9.1 µM; 370,000 compounds, 1% hits; MG213 cells, MMTV-luciferase reporter, dexamethasone, overnight; in the data active means activation above about 7.8%;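 further: 0% = vehicle wells and 100% = reference activator wells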
DAX1 inh-1 – NR0B1 (DAX1) inhibition; P51843; HEK293 Gal4-DAX1 luciferase reporter, luminescence; inhibition, % at 6.75 µM; 340,000 compounds, 0.99% hits; AID 504766;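 active means inhibition above the mean over all tested compounds plus 3 SD, cut at about 4.2% in these data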;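 further: 0% = DAX1-transfected cells with DMSO and 100% = empty-vector control cells with DMSO; inhibition shows as a rise in luminescence from relieved DAX1 repression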
Target sequence (P51843 207-470 limits assumed): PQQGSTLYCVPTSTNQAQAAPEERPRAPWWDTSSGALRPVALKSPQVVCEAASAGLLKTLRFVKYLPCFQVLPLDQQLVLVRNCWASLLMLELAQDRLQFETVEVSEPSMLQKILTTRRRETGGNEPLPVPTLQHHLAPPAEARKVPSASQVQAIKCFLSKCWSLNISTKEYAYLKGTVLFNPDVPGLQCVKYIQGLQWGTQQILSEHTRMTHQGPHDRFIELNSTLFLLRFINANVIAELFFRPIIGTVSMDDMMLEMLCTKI
NPR1 activator – GC-A (human) enzyme activation; P16066; HEK293 GC-A cells, cGMP TR-FRET, EC30 ANP; 0% at EC30 ANP, 100% saturating ANP; activation, % at 10 µM; 370,000 compounds, 0.14% hits; AID 1671463; in the data active means activation above about 40%
DAX1 inh-2 – inhibitors of DAX1 repression of SF-1 activated StAR promoter; HEK293T StAR-luciferase reporter, SF-1/DAX-1 repression relief; inhibition, % at 6.8 µM; 370,000 compounds, 1.1% hits; AID 652010;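 active means inhibition above the mean over all tested compounds plus 3 SD, cut at about 3.6% in these data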;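 further: 0% = DAX-1 cells with DMSO and 100% = cells lacking DAX-1 with DMSO; higher inhibition means more luminescence from relief of DAX-1 repression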
* = called active by the depositor; · = no result given.

SMILES	proKLK7 act	sPLA2-III inh	hcDAF12 agonist	GC-B act	hgDAF12 agonist	ssDAF12 agonist	FXN GAA850 act	SMARCA2 activ	DAX1 inh-1	NPR1 activator	DAX1 inh-2
COc1ccc(C(=O)Nc2ccc(Cl)cc2C(=O)N2CCCC(C)C2)cc1 (stereo unspecified)	0.0	10	-2.0	-20	-1.0	-1.4	-2.4	0	-1.1	-25	-0.8
CC(C)C[C@H](NC(=O)NCCC1=CCCCC1)C(=O)O	0.6	-1	-1.7	-1	3.7	-0.8	1.0	0	-1.2	4	-0.3
O=C(CCNC(=O)N1CC(=O)Nc2ccccc21)Nc1cccc(Cl)c1	0.3	-3	4.2	-6	6.5	0.4	-1.6	-1	1.8	-6	1.6
COc1cc(NC(=O)Cn2nc(-c3ccc(F)cc3)ccc2=O)ccc1-n1cnnn1	0.2	-3	-0.2	-6	2.1	-1.2	1.1	1	-1.2	-4	0.0
Cc1ccc(C)c(N(CC(=O)NC(C)C)C(=O)CCC(=O)Nc2ccccn2)c1	0.2	2	2.4	-3	0.3	-1.1	0.4	5	1.5	-2	0.4
CCOc1ccccc1-c1nc(-c2ccc(NC(=O)Cc3ccccc3OC)cc2)no1	0.1	-7	-2.0	1	-1.3	-0.9	2.4	-3	-0.7	-3	-0.4
C=CCN1C(=O)C(Cc2cccc(Cl)c2)SC1=Nc1ccc(C(=O)O)cc1 (stereo unspecified)	-0.5	-3	0.5	3	-2.5	-0.5	1.4	3	2.7	-2	0.4
CCN(c1ccc(NC(=O)COC(=O)c2cccs2)cc1)C(C)C	0.0	2	0.9	-3	0.7	-0.6	0.8	-2	1.0	1	0.0
Cc1ccc(S(=O)(=O)N2CCN(c3nccnc3C#N)CC2)cc1	-0.4	13	-2.9	0	-0.9	-2.4	1.7	-6	0.0	-4	0.0
COc1ccc(CC(NC(C)=O)C(=O)NC2CCN(C(=O)c3ccc(Cl)cc3)CC2)cc1 (stereo unspecified)	0.2	-4	1.5	1	0.2	-0.6	0.8	-2	2.0	-5	-0.1
COc1ccc(-n2nc(C(=O)NCC(=O)Nc3cccc(Cl)c3)c3ccccc3c2=O)cc1	0.6	3	-0.9	-5	0.9	-0.8	0.6	-2	-0.9	3	-0.1
O=S(=O)(c1cccc(Cl)c1)N1CCSc2ccccc21	-0.6	5	0.0	-3	-0.2	-0.9	0.4	0	-0.5	2	0.6
CCOC(=O)C1(Cc2ccccc2)CCCCCC1=O (stereo unspecified)	-0.8	6	-1.2	3	3.4	-1.5	0.4	-3	0.0	-2	-0.3
O=C(Nc1ccc2c(c1)CCO2)Nc1nnc([C@H]2C[C@H](O)[C@@H](CO)O2)s1	-0.3	-7	-1.2	1	-2.8	-1.4	-0.4	1	·	-4	1.0
CC1CC(N(C(=O)c2ccco2)c2ccccc2)c2ccccc2N1C(=O)c1ccco1 (stereo unspecified)	-0.8	1	0.0	-2	-0.3	-1.2	-6.6	-1	-1.4	-9	-1.1
CCCCCCCC(=O)NC1=NC(=O)C(C)(C)S1	-0.1	0	-1.1	11	-3.0	-1.3	0.0	3	2.0	1	1.3
COCCCNC(=O)CCc1nc2cccnc2n1Cc1ccc(OC)cc1	-0.3	5	-1.2	10	2.0	-1.7	0.6	2	-0.4	8	-0.4
CC(=O)C(Cc1ccccc1)NC(=O)CN(C)Cc1ccccc1Cl (stereo unspecified)	-0.3	-6	0.4	2	0.7	-0.7	-1.2	-4	-0.8	-7	-0.3
CCOc1ccccc1OCCCC(=O)N(CC)CC(=O)Nc1c(F)cccc1F	0.4	-2	0.3	1	0.6	-1.2	-2.3	-2	1.1	0	-1.7
CCN(C[C@H]1[C@@H](c2ccc(C3=CCCC3)cc2)[C@H](CO)N1C(=O)c1cccnc1)S(=O)(=O)c1ccccc1[N+](=O)[O-]	0.1	-16	-1.7	-3	-0.2	-0.7	·	-2	·	-5	-0.5
O=C(COC(=O)CNC(=O)c1ccc(Br)cc1)NCCC1=CCCCC1	-0.8	-7	-0.5	·	2.2	-1.2	-0.1	0	0.4	·	-0.2
CS(=O)(=O)N1CCCCC1CCN1CCCCC1 (stereo unspecified)	-0.2	13	1.3	4	0.8	-0.6	3.1	-3	-0.2	4	-2.4
Clc1cccc(Cc2c(-c3cccc(Cl)c3)nc3ccc(Br)cn23)c1	-4.5	-5	1.2	0	5.8	-1.0	·	6	·	-3	2.5
CC(C)c1ccc(C(=O)NCCCN2CCOCC2)cc1	-0.1	5	2.0	0	2.4	-1.0	4.1	1	0.7	-1	0.9
O=C(NCCc1ccc(F)cc1)NC12CC3CC(CC(C3)C1)C2	0.0	0	5.3	-4	9.3	0.5	7.1	3	0.8	4	8.3*
COc1ccc(CNC(=O)CCNS(=O)(=O)c2ccc(C)cc2)cc1	-0.8	10	-1.2	5	1.1	-1.0	-1.0	-5	1.0	-1	0.3
CCC(=O)N1CCc2cc(Br)cc(S(=O)(=O)CCC(=O)NCC3CCCO3)c21 (stereo unspecified)	-0.3	9	-1.8	5	2.7	-1.6	1.7	3	0.1	10	0.2
CC(=O)C1=C(O)C(=O)N(CCCn2ccnc2)C1c1ccc(Cl)cc1 (stereo unspecified)	0.3	-4	0.2	1	-0.6	-0.3	-0.7	-1	1.1	2	-0.2
Cc1ccc(C(=O)NCCNS(=O)(=O)c2ccccc2)cn1	-0.4	1	0.7	-2	1.8	-1.0	2.4	-4	3.0	1	0.9
CC(C)c1ccc(N(CC(=O)NC2CCCCC2)C(=O)CNC(=O)c2ccco2)cc1	-0.1	0	3.2	4	-1.4	-1.5	1.0	-4	-0.8	-2	-0.5
Cc1ccc(NC(=O)COc2cccc(-n3cnnn3)c2)cc1S(=O)(=O)N1CCOCC1	-0.6	1	-0.8	-1	-4.5	-1.7	-1.8	-4	-1.3	-2	-1.8
Cc1[nH]nc(N=CC2=C(O)CC(c3ccco3)CC2=O)c1-c1ccc(Cl)cc1 (stereo unspecified)	-0.6	-6	-0.6	0	2.9	-1.3	-3.2	-4	-0.9	3	1.0
Cc1noc(NS(=O)(=O)c2ccc(NC(=O)C(F)(F)F)cc2)c1C	0.5	4	0.6	4	0.1	-0.9	1.1	-1	0.1	0	0.1
Cc1ccc(N2C(N)=C(C#N)C(c3cc(CN4CCOCC4)cs3)C3=C2CC(C)(C)CC3=O)cc1 (stereo unspecified)	0.5	0	2.1	-6	-0.1	-1.8	-1.3	-3	-0.2	1	0.1
COc1cc(NC(=O)COC(=O)c2n[nH]c3ccccc23)c(C)cc1[N+](=O)[O-]	-0.3	-8	-1.6	3	-2.5	-1.3	-1.7	-2	-1.4	2	-2.4
Cc1ccc(NS(=O)(=O)N2CCOCC2)cc1	-0.8	9	-2.3	0	-1.4	-1.2	-1.1	2	-0.3	-3	-0.3
O=C(Nc1nnc(-c2cccs2)o1)c1cc(-c2ccccc2)nc2ccccc12	-0.5	-6	0.8	4	-2.5	-1.3	0.7	-1	-0.6	-3	-2.2
CCCCN(Cc1ccc(C(=O)N[C@H](C(=O)O)C(C)C)cc1)C(=O)C(c1ccccc1)c1ccccc1	0.4	-24	2.5	-5	0.7	-1.0	-0.3	-3	3.2	-3	0.4
CN(C(=O)CSc1ccccc1C(=O)O)C1CCCCC1	0.3	2	1.2	4	-0.6	-0.7	-2.1	-1	-1.6	2	0.1
CCCn1c(CN2CCN(C(=O)OCC)CC2)nc2cc(NC(C)=O)ccc21	0.2	0	-1.8	0	0.5	-0.9	3.6	-4	-0.1	3	0.1
CCCc1cc(-c2n[nH]c(C)c2-c2ccc(C(=O)OCC)o2)c(O)cc1O	0.2	-26	-1.4	-4	-0.7	-1.4	-2.7	-2	0.0	-1	-0.3
COc1ccc(N2CC(C(=O)Nc3cccc(S(=O)(=O)N4CCCC4)c3)CC2=O)c(OC)c1 (stereo unspecified)	-0.2	-4	-2.2	-2	-1.9	-0.5	-1.0	-1	0.6	3	0.2
O=C(c1ccccc1Cl)N1CCN(S(=O)(=O)c2cccs2)CC1	-0.2	0	-0.6	5	-3.5	-1.0	-0.4	2	2.2	0	-1.1
CC(/C=N/NC(=O)c1nnn(-c2nonc2N)c1C)=C\c1ccccc1	-0.6	9	-0.8	-5	4.2	-0.2	-0.9	-2	1.2	0	-0.1
COc1cc(C(=O)Nc2nnc(C(C)(C)C)s2)c([N+](=O)[O-])cc1OC	-0.4	-5	0.2	-5	-1.9	-1.1	1.2	0	0.5	4	-0.5
Cc1cc(C(=O)CN2c3cccc4cccc(c34)S2(=O)=O)c(C)n1C	-6.4	-15	-0.7	-1	-0.6	-1.6	-2.9	2	-1.2	1	-0.9
CN(C)Cc1c(C#N)c2ccccc2n1C	-0.2	3	-1.6	-4	1.2	-1.0	0.3	1	0.2	-1	-1.3
CC(C)(C)NC(=O)CN(Cc1cccs1)C(=O)C1COc2ccccc2O1 (stereo unspecified)	0.0	-6	-1.1	1	-0.7	-1.6	-2.3	-5	-0.1	-3	-1.3
Cn1c(=O)c2c(nc(CN3CCN(C(=O)c4ccco4)CC3)n2Cc2cccc(Cl)c2)n(C)c1=O	1.1	-6	-1.8	-9	-5.8	-1.2	-1.4	-1	0.8	-8	0.5
Oc1ccc(NC(=S)Nc2ccc(F)cc2)cc1	0.2	-5	-0.5	3	-1.6	-1.4	0.8	1	-0.7	4	-0.4
Remaining list, next part
SMILES	proKLK7 act	sPLA2-III inh	hcDAF12 agonist	GC-B act	hgDAF12 agonist	ssDAF12 agonist	FXN GAA850 act	SMARCA2 activ	DAX1 inh-1	NPR1 activator	DAX1 inh-2
Cc1ccc2[nH]c(=O)c(CN(CCN3CCOCC3)C(=O)Nc3ccccc3F)cc2c1	-0.2	4	-2.1	-1	-1.1	-0.7	2.0	-1	0.2	4	0.1
CS(=O)(=O)N1CCC(C(=O)NCCC2=CCCCC2)CC1	-0.3	-1	-1.4	3	-2.6	-0.7	0.8	-3	0.7	-2	0.0
C=CCNc1nc(Nc2ccc([N+](=O)[O-])cc2)nc(OC)n1	-0.5	11	0.0	6	-0.7	-0.1	-1.7	-3	0.2	24	-1.1
O=C(Nc1ccnn1C1CCN(C2CCOCC2)CC1)c1cccc(F)c1	0.0	4	0.1	3	0.0	-0.6	-0.3	-1	-0.4	-2	-0.3
CN1C(=O)c2cccc3c(Br)ccc(c23)C1=O	0.5	10	-0.9	-2	0.3	-2.1	0.9	-6	·	6	0.8
O=C(COc1ccc(Br)cc1Cl)NC1CCN(Cc2ccccc2)CC1	0.3	-3	-2.5	-15	-1.8	-1.1	-0.3	-1	0.1	-10	-1.5
CC(C)CCNC(=O)CN(Cc1ccco1)C(=O)CCC(=O)Nc1nccs1	0.5	-2	1.2	6	-0.6	-1.5	-2.1	2	0.4	-2	0.0

Rows were taken by chance. Share with any hit: about 6.7%.
